# Screens: PubChem BioAssay, National Center for Advancing Translational Sciences (NCATS)
# DRD3 agonist = qHTS of D3 Dopamine Receptor Agonist: qHTS; D(3) dopamine receptor (Homo sapiens), P35462; D3R DiscoveRx beta-arrestin cells, luminescence, 90 min; max activation, %; actives 0.58% (n = 410,000); in the data active means max activation above about 30%; further: 0% is about no effect; mostly tested at two doses, the higher about 12 µM
# Target sequence (P35462 whole entry, looked up): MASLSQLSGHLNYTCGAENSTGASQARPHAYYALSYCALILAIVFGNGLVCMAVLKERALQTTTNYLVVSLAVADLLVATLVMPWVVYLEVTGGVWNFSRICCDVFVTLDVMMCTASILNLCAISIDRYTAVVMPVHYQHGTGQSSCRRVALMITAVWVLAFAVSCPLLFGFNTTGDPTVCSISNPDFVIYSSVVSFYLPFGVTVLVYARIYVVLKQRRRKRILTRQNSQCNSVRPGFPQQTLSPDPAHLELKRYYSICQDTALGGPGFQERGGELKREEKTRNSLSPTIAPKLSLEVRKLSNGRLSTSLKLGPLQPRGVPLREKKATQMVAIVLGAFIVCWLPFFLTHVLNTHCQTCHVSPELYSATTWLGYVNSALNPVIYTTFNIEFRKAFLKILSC
#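 Agonist mode: compounds and dopamine controls were applied to plated cells for 90 min at 37 degrees C after an overnight attachment at 1500 cells/well. Luminescent read-out followed 30 - 60 minutes at room temperature with DiscoveRx detection reagent.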
# SW480 rerep = A quantitative high throughput screen for small molecules that induce DNA re-replication in SW480 colon adenocarcinoma cells; SW480 DNA re-replication, Hoechst DNA content imaging, 48 h; actives 1.8% (n = 340,000); Potency, µM (series often up to 46.1 µM), for the others: top-dose re-replication activation, most hits filed as activators; further: potency means the concentration at half of the fitted maximal effect; % of control where 0% means no effect; nearly all actives have a fitted effect of over 55% in size
#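 Treated cells incubate 48 hr (37 C, 5% CO2), are stained 40 min with Hoechst, and nuclear fluorescence is enumerated; a rise in nuclei with high DNA signal marks re-replication.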
# KB-3-1 cytotox = qHTS assay for MDR1-selective chemotherapeutics: Primary screen using the parental adenocarcinoma cell KB-3-1. Potency, µM (top dose mostly 46.1 µM), inactives show at the top dose activity change, negative = cytotoxic, most hits filed as cytotoxic. KB-3-1 viability, CellTiter-Glo ATP luminescence, 72 h. actives 1.4% (n = 400,000). AID 1347075, 2019; further: potency means the concentration at half of the fitted maximal effect; on the % scale 0 is the no-effect control and ±100 the full control effect; nearly all actives have a fitted effect of over 60% in size
#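 Parental KB-3-1 viability, qHTS format: 72 h compound exposure, 37 °C; CellTiter-Glo; media-only wells and DMSO plates as controls; concentration-effect fits on corrected data.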
# IL-1B inflam inh = qHTS for Inhibitors of Inflammasome Signaling: IL-1-beta AlphaLISA Primary Screen | THP-1 LPS/ATP IL-1B secretion, AlphaLISA, 16 h; hits give low values | activity change, % at 57.5 µM | actives 4.7% (n = 360,000) | AID 743279, 2014; in the data active means activity change below about -50%; inconclusive means mostly about -30% to -49%; further: on the % scale 0 is the no-effect control and ±100 the full control effect
#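 THP-1 cells pretreated 1 hr with compounds (up to 57.5 uM final), then stimulated with LPS (250 ng/mL final) plus ATP (1.25 mM final); secreted IL-1B measured by AlphaLISA after 16 hr, decreased signal indicating inhibition.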
# KB-V1 cytotox = qHTS assay for MDR1-selective chemotherapeutics: Primary screen using the drug-selected MDR subline cells KB-V1; KB-V1 MDR cells viability, CellTiter-Glo, 72 h; Potency, µM (top dose mostly 46.1 µM), for the others: at the highest dose activity change, negative = cytotoxicity, actives largely listed as cytotoxic; actives 3.4% (n = 400,000); further: potency means the concentration at half of the fitted maximal effect; on the % scale 0 is the no-effect control and ±100 the full control effect; nearly all actives have a fitted effect of over 60% in size
#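 KB-V1 cells (P-gp-expressing MDR subline of KB-3-1) in phenol-red-free DMEM with 10% FBS were exposed to library compounds over a concentration series for 72 h at 37 degrees C. Viability read by CellTiter-Glo luminescence; concentration-effect curves fitted after normalization.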
# HT1080NT lethal = qHTS for induction of synthetic lethality in tumor cells producing 2HG: qHTS for the HT-1080-NT fibrosarcoma cell line; HT-1080-NT fibrosarcoma viability, CellTiter-Glo ATP luminescence, 48 h; Potency, µM (doses to about 46.1 µM), for the others: at the highest dose activity, negative = less viability, most hits filed as cytotoxic; actives 1.6% (n = 360,000); AID 686970, 2013;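 further: NT is the 2HG producing partner of a matched IDH1 knockdown line; potency means the concentration at half of the fitted maximal effect; 0% = DMSO-treated cells and -100% = media-only wells without cells; nearly all actives have a fitted effect of over 55% in size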
#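 Read-out is CellTiter-Glo luminescence after 10 minutes at room temperature, following 48 hours' compound treatment of HT-1080-NT cells (750 cells/well, RPMI, 5% FBS, 37 degrees C).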
# HT1080 IDH1KD tx = qHTS for induction of synthetic lethality in tumor cells producing 2HG: qHTS for the HT-1080-IDH1KD cell line | HT-1080 IDH1 knockdown viability, ATP luminescence, 48 h | AID 686971, 2013 | actives 2% (n = 360,000) | Potency, µM (doses to about 46.1 µM), without a hit: at the top dose activity, negative = toxicity, most hits filed as cytotoxic;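 further: potency means the concentration at half of the fitted maximal effect; 0% = DMSO wells and -100% = cell-free medium wells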
#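 After a 2 h attachment period, IDH1KD HT-1080 cells took pin-transferred compound for 48 h at 37 °C; ATP-based luminescence after 10 min room-temperature reagent incubation reported viability.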
# GLP1R ag = qHTS of GLP-1 Receptor Agonists. HEK293 GLP-1R CRE-luciferase, luminescence, 4-6 h; cells express a hypersensitive GLP-1R form. Potency, µM (series often up to 45.6 µM), for the others: top-dose activation, most hits filed as activators. actives 0.007% (n = 380,000). AID 624172, 2012; further: potency means the concentration at half of the fitted maximal effect; % of control where 0% means no effect
# Target sequence (P43220 whole entry, looked up): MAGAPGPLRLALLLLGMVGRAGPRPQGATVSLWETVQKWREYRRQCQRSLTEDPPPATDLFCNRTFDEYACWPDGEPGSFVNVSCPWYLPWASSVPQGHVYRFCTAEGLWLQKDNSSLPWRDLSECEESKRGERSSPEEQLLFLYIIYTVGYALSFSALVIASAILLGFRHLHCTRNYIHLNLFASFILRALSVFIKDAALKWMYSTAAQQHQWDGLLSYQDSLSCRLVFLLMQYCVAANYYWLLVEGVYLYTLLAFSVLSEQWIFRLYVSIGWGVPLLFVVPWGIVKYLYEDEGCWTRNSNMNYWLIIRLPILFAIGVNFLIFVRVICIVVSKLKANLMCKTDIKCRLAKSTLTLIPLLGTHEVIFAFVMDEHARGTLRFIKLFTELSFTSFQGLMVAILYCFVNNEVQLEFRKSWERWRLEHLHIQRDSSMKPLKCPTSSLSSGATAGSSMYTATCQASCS
# D3 antag = qHTS of D3 Dopamine Receptor Antagonist: qHTS. max response, negative = inhibition, %. actives 2.5% (n = 360,000). D(3) dopamine receptor (Homo sapiens), P35462. D3R cells, DiscoveRx beta-arrestin luminescence, antagonist mode; hits give low values; in the data active means max response below about -50%; inconclusive means no clear call, values can overlap the other calls; further: on the % scale 0 is the no-effect control and ±100 the full control effect; mostly tested at two doses, the higher about 12 µM
#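 Cells expressing the human receptor were seeded at 1500 cells/well, incubated overnight at 37 degrees C in 5% CO2, then exposed to library compounds with dopamine controls for 90 minutes at 37 degrees C before luminescent detection.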
# The depositor's hits bear a star; i = inactive; ? = inconclusive; · = no result given; [ ] = remark or other dose. Unless noted, the call rests on the fitted dose curve; in most records, active means well fitted curve in the direction sought with a large enough effect; inconclusive means small, poorly fitted or top-dose-only effect, or another doubt; inactive means no such curve, though single readings can be large; an effect the other way counts as inactive or inconclusive.
SMILES,DRD3 agonist,SW480 rerep,KB-3-1 cytotox,IL-1B inflam inh,KB-V1 cytotox,HT1080NT lethal,HT1080 IDH1KD tx,GLP1R ag,D3 antag
N#C/C(=C\c1ccc(OCCN2CCOCC2)cc1)C(=O)Nc1ccccc1,0,-5%,14%,i,1%,4%,3%,5%,3
Cc1cccc(N2CCN(C(=O)c3ccc(S(=O)(=O)N(C)c4ccccc4)cc3)CC2)c1C,-9,10µM*,?,-18,23µM*,?,7.3µM*,3%,-29
Cc1ccc(N(CC(=O)NC2CCCC2)C(=O)c2ccc(C)s2)cc1,-1,-42%[inhibitor],-2%,-20,?,-2%,-2%,-6%,15
CC(=O)Nc1sc2c(c1CN1CCN(c3ccc(F)cc3)CC1)CCCC2,1,?,?,-10,-13%,-21%,-28%,-3%,-10
O=C(c1cccnc1NCc1ccccc1)N1CCOCC1,7,-46%[inhibitor],4%,16,-1%,14%,20%,1%,7
COc1ccc(OC)c(NC(=O)NCCCCc2ccccc2)c1,-6,?,14%,i,?,-4%,2%,-1%,2
Nc1nc2ccc(C(=O)N3CCCCC3)cc2s1,2,2%,-4%,16,20%,-4%,-7%,5%,0
CCc1ccc(OCCCOc2ccc(C=O)cc2)cc1,0,0%,0%,66,-10%,-9%,13%,1%,-9
COc1ccc(NC(=O)C2CC(=O)OC2c2ccccc2)cc1 (stereo not given),-8,3%,28%,7,-1%,-4%,-2%,-2%,-2
O=c1[nH]c2ccccc2n1C1=CCNCC1,-34,-9%,5%,-14,?,30%,19%,0%,0
CC(=O)N1CCN(CC(=O)Nc2ccc(Cl)c(S(=O)(=O)N(C)C)c2)CC1,3,2%,9%,-1,-14%,13%,13%,6%,11
Cc1nc(NC(=S)NC(=O)c2ccco2)sc1C(=O)N(C)C,-11,-12%,24%,4,0%,23%,4%,-3%,4

# Just HT1080NT lethal and KB-3-1 cytotox, for some of the entries so far:
SMILES | HT1080NT lethal | KB-3-1 cytotox
CC(=O)Nc1sc2c(c1CN1CCN(c3ccc(F)cc3)CC1)CCCC2 | -21% | ?
COc1ccc(OC)c(NC(=O)NCCCCc2ccccc2)c1 | -4% | 14%

# Next entries follow:
SMILES,DRD3 agonist,SW480 rerep,KB-3-1 cytotox,IL-1B inflam inh,KB-V1 cytotox,HT1080NT lethal,HT1080 IDH1KD tx,GLP1R ag,D3 antag
COC(=O)c1ccc(C23CC4(C2)[C@H](CN(Cc2cccnc2)[C@@H]4c2ccccc2)C3c2ccc(Cl)nc2)cc1 (stereo not given in full),10,-8%,6%,24,-1%,-8%,-25%,10%,17
O=C1CC(c2ccccc2)CC(=O)C1CS(=O)(=O)c1ccccc1 (stereo not given),-22,-5%,-4%,-13,11%,-4%,2%,-1%,-20
O=[N+]([O-])c1cccc2cnccc12,-8,11%,-2%,?,-3%,3%,0%,4%,2
CCc1nnc(NC(=O)C(NS(=O)(=O)c2ccccc2)C(C)C)s1 (stereo not given),-2,·,-3%,0,-9%,3%,4%,-2%,-12
Cc1ccc(Cn2c(C3CCCN3c3nc(-c4cc(Cl)c(N)c(Cl)c4)cs3)nc3cc(C(=O)NCCCO)ccc32)cc1 (stereo not given),-10,17%[9.22 µM],-11%,2,12%,-14%,-6%,-3%,5
Cc1cccc(NC(=O)c2cc(NC(=O)C3CCCCC3C(=O)O)ccc2N2CCOCC2)c1 (stereo not given),-7,-4%,17%,0,-9%,0%,-2%,11%,-20
O=C(CSc1ncccn1)Nc1ccc2c(c1)CCC2,-4,-4%,1%,16,?,1%,7%,8%,2
CCCN(S(=O)(=O)c1ccccc1F)S(=O)(=O)c1ccccc1Br,-23,?,0%,1,2%,-11%,0%,6%,-23
Cc1c(CNC(=O)c2c([N+](=O)[O-])cnn2C)cnn1C,-7,-8%,23%,13,-20%,6%,-2%,4%,-14
Cc1cccc(C)c1NC(=S)NCCc1ccc(O)c(O)c1,9,-1%,8%,12,-5%,-5%,-9%,1%,12
COC(=O)c1ccc(NC(=O)C(=O)NCC2CCCO2)cc1 (stereo not given),8,-2%,20%,5,11%,8%,6%,7%,3
C[C@H]1CN([C@@H](C)CO)C(=O)c2cc(NC(=O)CCN3CCOCC3)ccc2O[C@H]1CN(C)C(=O)Nc1ccc(F)cc1,-12,-3%,3%,-7,8%,13%,1%,0%,-2
O=C(C1=C[C@@H](c2ccccc2)C[C@@H](OCc2ccc(CO)cc2)O1)N1CCN(Cc2ccc3c(c2)OCO3)CC1,-8,?,10µM*,?,?,?,16µM*,13%,?
CCC(CO)n1cnnc1-c1ccncc1 (stereo not given),-2,-3%,-4%,31,5%,8%,7%,3%,21
COCCN(Cc1ccc(C)cc1)C(=O)[C@H]1O[C@@H](n2ccc(=O)[nH]c2=O)[C@H](O)[C@@H]1O,-11,·,0%,20,29%,26%,10%,-4%,0
Cc1cc(=O)oc2c(CN3CCOCC3)c(O)ccc12,-2,-12%,2%,-1,0%,-2%,-1%,1%,-1
COCCCC1CCN(C(=O)C2CCC(=O)N(CCc3ccccc3)C2)CC1 (stereo not given),3,-11%,8%,-3,1%,-3%,3%,-4%,-7
O=C(CCn1ccnc1)Nc1ccc2ccccc2c1,-5,7%,-7%,3,0%,2%,0%,-10%,-24
Cn1c(CCc2nc3ccccc3[nH]2)n[nH]c1=S,-2,-5%,25%,4,-4%,12%,0%,2%,-16
Nc1n[nH]c(C2CCCCC2)n1,1,3%,0%,2,7%,11%,7%,-5%,-3
O=C(NCc1n[nH]c(=S)n1-c1ccc([N+](=O)[O-])cc1)c1ccc(S(=O)(=O)N2CCOCC2)cc1,1,10%,0%,-6,-11%,16%,8%,-5%,-9
O=C(O)c1cccc(-n2cccc2C=C2C(=O)c3ccccc3C2=O)c1,4,7%,-3%,2,6%,-4%,-5%,5%,15
COc1cccc(-c2n[nH]c(=S)n2Cc2ccco2)c1OC,-3,-4%,-10%,5,10%,-4%,3%,-7%,34
O=c1oc2ccccc2cc1C1=Nn2c(nnc2-c2cccnc2)SC1,-7,2%[9.22 µM],-8%,26,0%,-3%,-1%,1%,-23

# Structural class: the entries above with a COOH group.
SMILES,DRD3 agonist,SW480 rerep,KB-3-1 cytotox,IL-1B inflam inh,KB-V1 cytotox,HT1080NT lethal,HT1080 IDH1KD tx,GLP1R ag,D3 antag
Cc1cccc(NC(=O)c2cc(NC(=O)C3CCCCC3C(=O)O)ccc2N2CCOCC2)c1 (stereo not given),-7,-4%,17%,0,-9%,0%,-2%,11%,-20
O=C(O)c1cccc(-n2cccc2C=C2C(=O)c3ccccc3C2=O)c1,4,7%,-3%,2,6%,-4%,-5%,5%,15

# Remaining list, next part.
SMILES,DRD3 agonist,SW480 rerep,KB-3-1 cytotox,IL-1B inflam inh,KB-V1 cytotox,HT1080NT lethal,HT1080 IDH1KD tx,GLP1R ag,D3 antag
CC(=O)c1cccc(NC(=O)N2CCCC2C(=O)Nc2cc(C)ccc2C)c1 (stereo not given),1,-1%,4%,-2,-7%,22%,16%,-5%,0
CN1CCN(C(=O)CSc2ccc(Cl)cc2)CC1,0,-1%,-6%,-15,-3%,9%,2%,5%,8
O=C1CSc2ccc(C(=O)NCc3ccccn3)cc2N1,9,11%,-14%,-9,-14%,3%,-4%,-2%,0
O=S(=O)(Nc1cccc(-n2cnnn2)c1)c1cc(Cl)ccc1Cl,2,-1%,-12%,12,-2%,-5%,0%,-5%,2
CCN(CC)S(=O)(=O)c1ccc(Oc2ccccc2)c(N)c1,-5,0%,-3%,-14,18%,0%,-15%,14%,-6
CCCNC(=O)CNC(=S)N(Cc1ccccc1F)C1CCCCC1,0,4%,-16%,-10,?,3%,-8%,13%,-6
O=C(Nc1nc2ccccc2[nH]1)c1cc(F)cc(F)c1,6,-7%,20%,16,?,?,?,11%,4
N#Cc1csc(CCNC(=O)c2ccccc2)n1,14,·,11%,-29,10%,11%,13%,7%,21
O=C(c1ccco1)N1CCN(C(c2ccccc2)c2nnnn2Cc2cccs2)CC1 (stereo not given),-2,-4%,-1%,-17,-28%,3%,1%,0%,-1
CC(=O)Nc1cccc(-c2ccnc3c2CC(C(=O)NCCN(C)C)O3)c1 (stereo not given),-7,·,0%,16,9%,9%,3%,4%,5
O=C(CSc1nc2ccccc2c(=O)n1-c1ccccc1)N1CCCc2ccccc21,0,5%,4%,-17,?,-7%,-16%,8%,-24
C=CCC[C@@H](Cc1ccc(F)cc1)C(=O)OC[C@@H](Cc1c[nH]c2ccccc12)NC(=O)[C@@H](CC=C)CC(=O)N(CCO)Cc1ccccc1,41*,?,0%,-19,0%,?,?,-1%,129
CCc1sc(NC(=O)COC)nc1-c1ccccc1,0,4%[9.22 µM],-1%,0,-8%,-6%,-12%,10%,12
COc1ccc(C(=O)NC23CC4CC(CC(C4)C2)C3)cc1OC,-4,0%,?,-3,?,1%,-2%,-3%,-13
O=C(NNC(=O)c1cccs1)c1ccco1,-1,5%,8%,9,-2%,-3%,14%,5%,14
CC(C)(C)OC(=O)C[C@H]1C/C=C\C[C@@H](CC(=O)NCCO)C(=O)NC[C@@H](c2ccccc2)OC1=O,-11,-47%[inhibitor],0%,-2,-8%,2%,-1%,-2%,0
O=c1oc2ccc(C#CC3(O)CCCCC3)cc2cc1-n1cc(-c2ccccn2)nn1,13,-11%,18%,-1,18%,0%,0%,0%,52
Cc1[nH]c2ccccc2c1C(=O)CSCC(=O)O,1,0%,4%,11,?,2%,2%,-6%,14
Cc1ccc(S(=O)(=O)N2CCCC(CCC(=O)NCc3ccccc3F)C2)s1 (stereo not given),13,-4%,-23%,19,-9%,-10%,0%,-1%,5
